High-throughput results from PubChem.
PolyA inh: inhibitors of polyadenylation in S. cerevisiae; calls only at 12 µM; 300,000 compounds, 0.02% hits; S. cerevisiae SKY197-pL101 polyadenylation reporter, beta-gal luminescence; efflux-impaired pdr1/pdr3 knockout yeast; score 100 = 6 SD above DMSO;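 active means lowest replicate activity score at least 50, where 100 means six control SD above control mean; inconclusive means lowest score under 50 but half or more replicates reach 50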;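 further: yeast exposed to compound for 9 h at 30 °C; higher score means more reporter readthrough which indicates perturbed polyadenylation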
KCNQ1 pot: potentiates or activates the human KCNQ1 potassium channel | CHO-K1 KCNQ1, thallium flux FluxOR fluorescence; active compounds read high | 310,000 compounds, 0.35% hits | B-score at 10 µM;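 active means fluorescence ratio B-score, a plate-corrected score, at least three library SD, with initial intensity B-score within 5 SD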
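Schedule – 37 °C overnight plating, 90-min dark dye load, 20-min compound pretreatment · System – stable KCNQ1 CHO-K1 line · Probe or stimulus – thallium- and potassium-containing depolarizing buffer · Measured by – kinetic FluxOR fluorescence, 10 s baseline plus 110 s post-stimulus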
RGS4 act: potentiators or activators of RGS4; 310,000 compounds, 0.92% hits; AID 463111; HEK293 M3R/inducible RGS4, carbachol calcium flux Fluo4; active compounds read low; B-score at 10 µM;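 active means B-score of the integrated calcium signal more than 4 SD below the library mean, with starting fluorescence not abnormally high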;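 further: negative B-score means reduced calcium response which marks RGS4 activation or potentiation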
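Assay system: Inducible-RGS4 HEK293 cells carrying M3 receptor | Schedule: Compound preincubation 20 min at room temperature before agonist | Signal: Kinetic calcium fluorescence imaging with Fluo4-AM dye, 2 µM | Read-out basis: B score from integrated fluorescence ratio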
KCNK9 block: human KCNK9 channel inhibition. Q9NPC2. HEK293 KCNK9, FluxOR thallium flux fluorescence; active compounds read low. B-score at 10 µM. 310,000 compounds, 1.2% hits;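 active means ratio B-score over 3 SD below the library mean, with starting fluorescence within 5 SD of its mean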;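 further: negative B-score means less thallium flux so channel inhibition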
Target sequence (Q9NPC2 whole entry, looked up): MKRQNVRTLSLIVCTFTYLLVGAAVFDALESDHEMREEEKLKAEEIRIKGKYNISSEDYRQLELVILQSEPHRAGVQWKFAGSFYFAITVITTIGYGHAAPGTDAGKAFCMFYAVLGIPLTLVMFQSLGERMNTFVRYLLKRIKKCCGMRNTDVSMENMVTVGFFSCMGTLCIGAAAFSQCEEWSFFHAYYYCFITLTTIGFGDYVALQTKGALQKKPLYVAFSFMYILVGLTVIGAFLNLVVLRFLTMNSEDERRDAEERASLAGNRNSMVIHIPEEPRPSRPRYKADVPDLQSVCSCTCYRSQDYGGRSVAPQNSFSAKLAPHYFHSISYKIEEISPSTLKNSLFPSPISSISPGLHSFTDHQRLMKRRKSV
GSK3A inh: human GSK-3 alpha kinase inhibition; inhibition, % at 10 µM; ADP-Glo luminescence, 60 min; 320,000 compounds, 0.1% hits; P49840;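 in the data active means inhibition above about 50%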;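 further: GST-tagged GSK-3 alpha with peptide substrate and 25 µM ATP; 0% = DMSO neutral wells and 100% = GW8510 positive control wells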
GSK3beta inhib: human GSK3beta kinase inhibition; P49841; GST-GSK3beta kinase, ADP-Glo luminescence, 60 min; active compounds read low; activity score (negative = inhibition), % at 10 µM; 300,000 compounds, 0.038% hits; AID 2097;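 active means more than half of replicate wells score below -50%, meaning over 50% inhibition versus plate controls; inconclusive means some replicates but at most half score below -50%; inactive means no replicate scores below -50%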;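 further: 0% = median DMSO wells and -100% = median GW8510 positive control wells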
Target sequence (P49841 whole entry, looked up): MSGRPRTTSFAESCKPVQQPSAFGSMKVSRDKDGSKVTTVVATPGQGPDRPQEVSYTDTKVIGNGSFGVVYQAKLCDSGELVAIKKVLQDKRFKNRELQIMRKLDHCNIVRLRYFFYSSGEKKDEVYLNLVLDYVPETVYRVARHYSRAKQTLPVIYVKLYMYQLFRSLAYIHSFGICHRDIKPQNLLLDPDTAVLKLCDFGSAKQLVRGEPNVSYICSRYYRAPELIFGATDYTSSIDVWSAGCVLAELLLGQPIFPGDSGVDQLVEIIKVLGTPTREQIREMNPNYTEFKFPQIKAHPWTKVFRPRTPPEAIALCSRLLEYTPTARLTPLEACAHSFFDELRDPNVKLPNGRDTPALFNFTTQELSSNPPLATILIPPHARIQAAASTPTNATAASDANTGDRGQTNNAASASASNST
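Test system – GST-tagged human GSK3beta kinase, cell-free · Incubation – 60 min enzyme reaction, room temperature · Signal – ADP-Glo luminescence · Also added – peptide substrate and ATP at 25 µM · Controls – DMSO neutral wells and GW8510 at 20 µM as positive · Buffer or medium – Tris/MgCl2 kinase buffer · Measure – Luminescence-derived activity versus plate DMSO and GW8510 wells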
hERG rescue: hERG (human) protection from proarrhythmic block. CHO-hERG, FluxOR thallium flux, dofetilide IC70 present. activation (rescue from dofetilide block), less the hit threshold, % at 10 µM. AID 1511. 310,000 compounds, 0.51% hits. Q12809;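 active means activation above the mean of controls blocked by dofetilide plus 5 SD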;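 further: thallium influx through hERG after potassium depolarization seen as dye fluorescence rise; in these data hits start at about 4.7%; inactives centre near -7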
KCNQ1 inh: inhibitors of human KCNQ1 potassium channel. P51787. CHO-K1 KCNQ1, FluxOR thallium flux fluorescence; active compounds read high. B-score at 10 µM. 310,000 compounds, 1.3% hits. AID 2642;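 active means compounds whose thallium flux B-score, printed positive for inhibition, exceeds three library SD while starting fluorescence stays within three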;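 further: channel opened by potassium depolarization with thallium stimulus after 20 min compound exposure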
Dyrk1A ADPGlo: inhibitors of rat Dyrk1A kinase; Q63470; ADP-Glo luminescence, NFATc1 peptide; inhibition, % at 12.5 µM; 310,000 compounds, 0.43% hits; AID 504441; in the data active means inhibition above about 50%;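 further: plate controls were vehicle with enzyme for no effect and no enzyme for full effect; many of its hits are not listed in these tables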
HDAC3 inhib: inhibitors of human histone deacetylase 3; O15379; recombinant HDAC3, fluorogenic peptide/trypsin coupled, fluorescence; inhibition, % at 8.3 µM; 320,000 compounds, 0.15% hits; in the data active means inhibition above about 26%, passing the limit was not always enough; inconclusive means no clear call, values can overlap the other calls
KCNK3 block: human KCNK3 channel inhibition, primary screen. O14649. B-score at 10 µM. CHO-KCNK3 thallium flux, FluxOR fluorescence; active compounds read low. 340,000 compounds, 0.84% hits;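 active means B-score under library mean minus 4 SD, starting fluorescence ratio at most library mean plus 5 SD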;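 further: more negative B-score means stronger inhibition of thallium flux through KCNK3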
* hit, by the source's call; i = inactive; ? = inconclusive; . = no result given. Not all compounds are listed, so the mix of outcomes need not match the whole.

SMILES	PolyA inh	KCNQ1 pot	RGS4 act	KCNK9 block	GSK3A inh	GSK3beta inhib	hERG rescue	KCNQ1 inh	Dyrk1A ADPGlo	HDAC3 inhib	KCNK3 block
CNC(=O)c1c(NC(=O)CCS(=O)(=O)c2ccc(C)cc2)sc2c1CCN(C(=O)OC)C2	i	i	i	i	-2.4	-1.1	-9.7	i	-5.6	-1.2	i
O=C(NC(=S)Nc1ccccc1O)c1ccccc1Cl	i	i	i	i	3.8	2.6	-10.7	i	25.2	3.0	i
Cc1cc(NS(=O)(=O)c2ccc(NC(=O)C(C)Oc3ccccc3Cl)cc2)no1 (stereo unspecified)	i	i	i	i	.	1.5	-9.9	i	-2.3	.	i
Cc1[nH]n(-c2cccc(Cl)c2)c(=O)c1-c1ccccc1	i	i	i	i	-0.9	0.2	-7.7	i	-0.1	5.9	i
CN(CC(=O)Nc1ccc(Cl)c(Cl)c1)Cc1nnc(-c2ccc(F)cc2)o1	i	i	i	i	-2.5	-0.1	-4.4	i	10.1	7.8	i
CN(C)c1ccc(N=Nc2ccccc2C(=O)OCC(=O)NCC2CCCCC2)cc1	i	i	i	i	0.2	-2.6	-14.9	i	-5.5	21.0	i
COc1ccccc1N1CCN(Cc2nc(N)nc(Nc3ccccc3)n2)CC1	i	i	i	i	-3.0	1.6	-22.1	i	-2.1	6.7	i
O=C(NC1CC1)c1ccc2c(c1)C1C3CCC(C3)C1C(c1ccccc1)N2 (stereo unspecified)	i	i	i	i	-4.2	-1.5	5.2*	i	-1.9	-0.8	i
CCCCn1c(SCC(=O)Nc2sc3c(c2C(N)=O)CCC3)nnc1-c1ccccc1	i	i	i	i	40.5	-3.4	2.0	i	18.8	5.2	i
O=C(Nc1c(-c2ccccc2)nc2ncccn12)c1cc2ccccc2oc1=O	i	i	i	i	-1.8	3.3	-8.0	i	-2.1	1.8	i
O=C(NC(Cc1ccccc1)C(=O)O)/C(=C/c1ccc([N+](=O)[O-])cc1)NC(=O)c1ccc(Br)o1 (stereo unspecified)	i	i	i	i	-3.1	.	-5.4	i	-1.0	-0.9	i
COc1ccc(-c2c[n+](CC(=O)OC3CC(C)CCC3C(C)C)c3n2CCC3)cc1 (stereo unspecified)	i	i	-6.97*	i	4.2	1.6	-20.4	i	-5.3	-2.2	i
N#Cc1c(C(F)(F)F)cc(-c2cccs2)nc1SCC(=O)O	i	i	i	i	-2.8	-0.4	-7.9	i	2.6	.	i
CC(=O)Nc1ccc(NC(=O)CN(c2ccc(F)cc2)S(=O)(=O)c2ccc3c(c2)OCCO3)cc1	i	i	i	i	1.6	-0.6	-6.0	i	3.5	3.9	i
CCN1CCN(c2ccc(S(=O)(=O)N3CCCCC3)cc2NC(=O)c2ccc([N+](=O)[O-])s2)CC1	i	i	i	i	-3.4	1.6	-11.7	i	4.8	3.3	i
COc1ccc(-c2ccc(/C=C3/C(=N)N4C=CSC4=NC3=O)o2)c([N+](=O)[O-])c1	i	i	i	i	-1.5	1.2	-6.1	i	7.7	-0.1	i
Cc1c(C(N)=O)sc2nc(-c3ccccc3)cn12	i	i	i	i	1.0	-1.4	-13.2	i	2.0	-7.7	i
O=C(COc1ccc(Cl)cc1Cl)N(Cc1ccco1)C1CCS(=O)(=O)C1 (stereo unspecified)	i	i	i	-6.96*	-2.4	-0.1	-2.1	i	-3.5	0.9	i
COc1ccc(CNC(=O)c2nc(S(=O)(=O)Cc3ccccc3)ncc2Cl)cc1	i	i	i	i	-2.6	0.0	-14.7	i	-10.7	2.5	i
CCCc1[nH]n(-c2nc3ccccc3s2)c(=O)c1C=NCCCN(CC)CC	i	i	i	i	0.3	-9.4	-10.9	i	11.0	10.1	i
COCCN(CC(=O)NCc1ccccc1)C(=O)CCC(=O)Nc1nccs1	i	i	i	i	1.8	-3.0	-3.6	i	6.2	0.8	i
CS(=O)(=O)C1=NSC2=NC(=O)/C(=C\c3cccn3-c3ccc(Cl)cc3)C(=N)N21	i	i	i	i	2.6	1.3	-15.9	7*	1.7	-0.2	i
COc1ccc(-c2nnc(SCC(=O)NCCc3ccc(S(N)(=O)=O)cc3)o2)cc1OC	i	i	i	i	-1.7	-0.8	-2.6	i	-1.1	.	i
CC(C)(C)C(=O)NCC12C=CC(O1)C1C(=O)N(c3ccccc3)C(=O)C12 (stereo unspecified)	i	i	i	i	-0.3	0.8	-3.8	i	6.2	-0.7	i
CC(O)[C@H]1CNC(=S)N1CCc1cccc(F)c1 (stereo partly specified)	i	i	i	i	4.0	3.1	-3.2	i	5.8	-1.2	i
CC(C)(C)OC(=O)[C@H](Cc1ccccc1)NC(=O)c1nc[nH]c1C(=O)NCc1ccccc1	.	i	i	i	-2.2	1.1	-7.1	i	-2.3	22.2	i
COc1ccc(C(=O)Nc2ccc(C(=O)N3CCCCC3)cc2)cc1OC	i	i	i	i	-2.3	-1.5	-4.0	i	0.6	-2.1	i
CCOC(=O)c1nn(-c2cccc(C)c2)cc1C(=O)c1ccccc1	i	i	i	i	-2.1	-1.1	-17.2	i	1.3	10.8	i
O=C(N1CCOCC1)N(Cc1cccs1)C1CCCC1	i	.	.	.	-6.1	4.5	.	.	-3.4	-1.5	i
Brc1ccc(CNCCCSc2ncccn2)cc1	i	i	i	i	-0.7	0.7	-4.0	i	-3.1	34.5*	i

In the list so far, 3 contain an NH in an aromatic ring.
SMILES	PolyA inh	KCNQ1 pot	RGS4 act	KCNK9 block	GSK3A inh	GSK3beta inhib	hERG rescue	KCNQ1 inh	Dyrk1A ADPGlo	HDAC3 inhib	KCNK3 block
Cc1[nH]n(-c2cccc(Cl)c2)c(=O)c1-c1ccccc1	i	i	i	i	-0.9	0.2	-7.7	i	-0.1	5.9	i
CCCc1[nH]n(-c2nc3ccccc3s2)c(=O)c1C=NCCCN(CC)CC	i	i	i	i	0.3	-9.4	-10.9	i	11.0	10.1	i
CC(C)(C)OC(=O)[C@H](Cc1ccccc1)NC(=O)c1nc[nH]c1C(=O)NCc1ccccc1	.	i	i	i	-2.2	1.1	-7.1	i	-2.3	22.2	i

The results go on.
SMILES	PolyA inh	KCNQ1 pot	RGS4 act	KCNK9 block	GSK3A inh	GSK3beta inhib	hERG rescue	KCNQ1 inh	Dyrk1A ADPGlo	HDAC3 inhib	KCNK3 block
COc1ccc(/C=C2\C(=O)NCC(=O)N2Cc2ccccc2)cc1	i	i	i	i	-0.9	-0.8	-23.0	i	-6.3	6.1	i
COc1ccc(-c2[nH]ncc2CN(C)Cc2cc(C)[nH]n2)c(F)c1	i	i	i	i	-0.2	-1.5	-13.8	i	1.7	1.0	i
COc1cccc(NC(=O)Cn2c(CCC(=O)O)ccc2-c2ccccc2)c1	i	i	i	i	-2.9	-0.3	-6.7	i	-4.1	?	i
CCOC(=O)c1c(-c2ccc(C)o2)csc1NC(=O)CSc1nnc(C)s1	i	i	i	i	-6.5	2.2	-2.2	i	-4.1	-0.3	i
CC(=O)Nc1ccc(S(=O)(=O)N(C)CC(=O)OCC(=O)N2CCN(C(=O)c3ccco3)CC2)cc1	i	i	i	i	-1.6	0.7	-14.7	i	0.7	-10.7	i
O=c1c(/C=N/O)coc2ccc(Cl)cc12	i	i	i	i	0.6	1.2	-5.8	i	.	-0.1	i
CCOC(=O)c1csc(NC(=O)c2ccc(OC)c(OC)c2)n1	i	i	i	i	-0.3	-0.3	1.4	i	.	-0.3	i
CC(C)CCOc1ccc(C(=O)C[N+]2(C)CCOCC2)cc1	i	i	i	i	-4.1	0.3	-10.1	i	5.1	5.6	i
O=C(NCc1ccco1)c1cc2nc(-c3cccs3)cc(C(F)(F)F)n2n1	i	i	i	i	-1.3	-7.2	-8.7	i	1.6	-5.0	i
Cc1ccccc1NC(=O)c1cccc(S(=O)(=O)Nc2cccc(C(=O)O)c2)c1	i	i	i	i	-3.3	2.5	-6.0	i	4.0	-19.8	i
COc1ccc(N2C(=O)CC(N3CCN(c4ccc(S(C)(=O)=O)cc4)CC3)C2=O)cc1 (stereo unspecified)	i	i	i	i	0.9	0.7	-9.5	i	1.2	7.6	i
COc1cc(OC)c(S(=O)(=O)Nc2ccccc2C(=O)O)cc1S(=O)(=O)Nc1ccccc1C(=O)O	i	i	i	i	-4.7	1.5	-7.4	i	-4.7	-17.6	i
Fc1ccc(CCNC(=S)Nc2ccc(F)cc2)cc1	i	i	i	i	.	3.5	-8.3	i	.	.	i
Cc1ccc(/C=N\NC(=O)c2cc(OCC(F)(F)F)ccc2OCC(F)(F)F)cc1	i	i	i	i	-0.4	1.6	-7.2	i	0.7	1.8	i
COC(C(=O)N/N=C(\C)c1ccc(C(C)(C)C)cc1)c1ccccc1 (stereo unspecified)	i	i	i	i	-0.7	1.9	-6.7	i	-4.1	9.8	i
O=C(NCc1cccs1)c1ccccc1F	i	i	i	i	-0.1	1.3	-10.1	i	-0.2	-1.6	i
CC1(C)CC(=O)C=C(Nc2cccc(C(F)(F)F)c2)C1	i	i	i	i	5.9	-1.4	-4.8	i	.	6.7	i
CC(C)(C)c1nc(SCC(=O)NCc2cccs2)c2ccccc2n1	i	i	i	i	-0.4	2.8	-20.0	i	-6.2	12.3	i
CSc1ccc(CN(C)CC(=O)NCc2ccccc2)cc1	i	i	i	i	-1.2	1.3	0.5	i	2.9	-2.0	i
COc1cccc(C(=O)Oc2ccccc2/C=C\C(=O)c2cc3ccccc3o2)c1	i	i	i	i	.	-5.1	-13.9	i	0.5	.	i
O=C(CN1CCN(c2ccccc2F)CC1)NC(=O)NCc1ccccc1	i	i	i	i	-2.4	2.8	-12.5	i	-1.0	0.6	i
COc1ccccc1-c1cc(C(F)(F)F)nc(S(=O)(=O)CCCC(=O)N2CCOCC2)n1	i	i	i	i	0.9	-0.2	-10.3	i	-2.6	-8.6	i
